# EPAC2 antagonist – EPAC2 (human) antagonism | EPAC2 GEF exchange of Rap1B-BODIPY-GDP, fluorescence | 360,000 tested, 0.18% active | Potency, µM (titrated, usually from 114 µM), for the others: top-dose activity, negative = inhibition, most hits filed as inhibitors | Q8WZA2 | AID 720708; note: potency is the fitted concentration of half-maximal effect; % is set by controls: 0 for no effect and ±100 for the full control effect; nearly all actives have a fitted effect of over 45% in size; many of its hits are not listed in these tables
# Target sequence (Q8WZA2 whole entry, looked up): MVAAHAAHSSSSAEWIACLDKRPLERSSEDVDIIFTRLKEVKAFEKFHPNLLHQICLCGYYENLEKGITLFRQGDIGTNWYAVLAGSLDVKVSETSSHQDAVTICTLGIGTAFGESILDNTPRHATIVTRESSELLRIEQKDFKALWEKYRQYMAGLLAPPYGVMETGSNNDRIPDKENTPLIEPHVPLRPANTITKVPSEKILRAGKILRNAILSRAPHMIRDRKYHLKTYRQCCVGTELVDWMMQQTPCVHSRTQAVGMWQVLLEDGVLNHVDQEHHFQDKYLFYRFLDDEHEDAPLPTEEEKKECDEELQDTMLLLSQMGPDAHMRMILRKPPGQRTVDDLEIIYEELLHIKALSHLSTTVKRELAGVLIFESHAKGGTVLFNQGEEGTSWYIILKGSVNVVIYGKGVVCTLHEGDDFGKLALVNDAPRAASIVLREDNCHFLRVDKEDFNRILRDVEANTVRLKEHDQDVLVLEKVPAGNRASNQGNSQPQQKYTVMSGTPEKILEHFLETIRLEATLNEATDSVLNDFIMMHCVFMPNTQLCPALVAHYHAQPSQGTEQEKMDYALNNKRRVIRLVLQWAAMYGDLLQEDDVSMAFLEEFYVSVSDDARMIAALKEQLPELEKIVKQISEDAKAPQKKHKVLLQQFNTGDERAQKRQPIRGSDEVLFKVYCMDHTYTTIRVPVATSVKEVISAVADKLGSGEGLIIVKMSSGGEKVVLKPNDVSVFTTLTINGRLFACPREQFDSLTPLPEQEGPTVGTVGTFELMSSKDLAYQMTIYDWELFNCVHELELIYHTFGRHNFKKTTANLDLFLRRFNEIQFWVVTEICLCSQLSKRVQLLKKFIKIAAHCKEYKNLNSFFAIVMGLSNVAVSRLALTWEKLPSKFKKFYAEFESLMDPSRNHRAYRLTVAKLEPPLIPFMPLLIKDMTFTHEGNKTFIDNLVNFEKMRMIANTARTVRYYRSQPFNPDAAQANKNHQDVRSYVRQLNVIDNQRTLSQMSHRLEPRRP
# EPAC2 agonist – activates human EPAC2 exchange factor. EPAC2 activation, biochemical qHTS; response scale: 100% = 6.5 mM cAMP response. Potency, µM (series often up to 154 µM), inactives show top-dose activation, usual class: activators. Q8WZA2. 360,000 tested, 0.079% active. AID 720711; note: potency is the fitted concentration of half-maximal effect; nearly all actives have a fitted effect of over 50% in size
#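 In this primary screen, activation is scored as increased exchange of BODIPY-GDP from Rap1B by 100 nM EPAC2, with 50 uM GDP as competitor. Signal is normalized to the 6.5 mM cAMP agonist control.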
# TGFb SMAD3 inh – inhibitors of TGF-b signaling | HepG2 CAGA-GFP TGF-b/SMAD3 reporter, GFP fluorescence, 18 h; TGF-beta stimulated, 500 pg/mL final | Potency, µM (doses to about 46.1 µM), without a hit: at the top dose activity, negative = inhibition, actives largely listed as inhibitors | 410,000 tested, 1.2% active | AID 588855; note: potency is the fitted concentration of half-maximal effect; % is set by controls: 0 for no effect and ±100 for the full control effect; nearly all actives have a fitted effect of over 65% in size
#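 GFP signal (ex488/em500-530) from TGF-beta-stimulated HEPG2 CAGA-GFP cells, 500 pg/mL final, 18 h at 37 degrees C in DMEM plus 1% FBS, normalized to unstimulated and DMSO-stimulated controls.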
# A549 tox – kills or reduces viability of A549 cells in Nrf2 counter-screen | A549 ARE-Fluc cells, CellTiter-Fluor viability, 18-24 h | Potency, µM (titrated, usually from 46 µM), without a hit: top-dose activity change, negative = cytotoxicity, hits mostly inhibitors | 390,000 tested, 0.16% active | AID 504648; note: potency is the fitted concentration of half-maximal effect; % is set by controls: 0 for no effect and ±100 for the full control effect
#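 A549 ARE_Fluc cells in 5% FBS OPTI-MEM were exposed to compounds in concentration-response for 18-24 h at 37 deg C. Viability was read by CellTiter-Fluor fluorescence (Ex 405/Em 525) after 30 min, before the luciferase read.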
# Nrf2 ARE act – activators of Nrf2 (ARE) signaling; AREc32 ARE-luciferase reporter (MCF7-derived line), luminescence, 24 h; Potency, µM (series often up to 46.1 µM), for the others: at the highest dose activation, actives largely listed as activators; 410,000 tested, 0.31% active; note: potency is the fitted concentration of half-maximal effect; % of control where 0% means no effect; nearly all actives have a fitted effect of over 65% in size
#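 Quantitative high-throughput format: AREc32 reporter cells, 1000 per well, received compound by pin transfer and were incubated 24 hr at 37 deg C, 5% CO2, before Steady-Glo luminescence detection.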
# Akt phos inh – inhibitors of Akt phosphorylation. Neuro2A IGF-stimulated pAkt S473 HTRF, 20 min; stronger effect = lower value. activity change, % for hits at 50 µM. 360,000 tested, 0.32% active; in the data active = activity change below about -80%; inconclusive = mostly about -51% to -80%; note: % is set by controls: 0 for no effect and ±100 for the full control effect
#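 Neuro2A cells (4,500/well, DMEM with 0.5% FBS) were treated with compound at a single 50 µM final concentration, stimulated with 6 nM IGF for 20 min at 37 °C, and lysed. Phospho-Akt Ser473 was read by HTRF as 665/615 ratio ×10^4.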
# Nrf2 block – inhibitors of Nrf2 signaling. 360,000 tested, 2.1% active. A549 ARE-Fluc reporter, luciferase luminescence, 18-24 h. Potency, µM (highest dose often 46 µM), for inactives: at the top dose activity change, negative = inhibition, actives largely listed as inhibitors; note: potency is the fitted concentration of half-maximal effect; % is set by controls: 0 for no effect and ±100 for the full control effect; nearly all actives have a fitted effect of over 60% in size
#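 Quantitative HTS in A549 cells stably bearing an antioxidant response element-firefly luciferase construct. Inhibition of Nrf2-driven transcription was scored by luminescence after 18-24 h of compound exposure at 37 °C.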
# MmCpn inh – M. maripaludis TRiC chaperonin inhibition. purified Mm-Cpn ATPase, ADP Transcreener TR-FRET. Potency, µM (series often up to 76.9 µM), for inactives: top-dose activity, negative = inhibition, usual class: inhibitors. 330,000 tested, 0.031% active; note: potency is the fitted concentration of half-maximal effect; % is set by controls: 0 for no effect and ±100 for the full control effect; nearly all actives have a fitted effect of over 80% in size
#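 Purified archaeal chaperonin (25 nM final) was preincubated with compound for 10 min at 37°C, then ATP (10 uM final) was added for 30 min at 37°C in Tris pH 7.4/KCl/MgCl2/DTT buffer. ADP was quantified by HTRF Transcreener TR-FRET.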
# CCT modulator – modulators of cytosolic chaperonin (CCT/TRiC) activity; purified chaperonin ATPase assay, HTRF ADP detection, 30 min; activity change, % (test concentration not listed), hits read low; 360,000 tested, 0.3% active; AID 651819; in the data active = activity change below about -30%; note: % is set by controls: 0 for no effect and ±100 for the full control effect
#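 TRiC (40 or 20 nM final, by batch activity) in 30 mM Tris pH 7.4, 100 mM KCl, 5 mM MgCl2, 1 mM DTT was treated with compound at 76 uM single dose, then 10 uM ATP, 30 min at 37 °C. ADP was read by HTRF Transcreener.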
# Active calls of the source: *; i = inactive; ? = inconclusive; . = not tested or not shown; & = joins results of further samples; [ ] = another dose, or the depositor's remark. Unless noted, calls come from the whole dose curve; as a rule, active = well fitted curve in the direction sought with a large enough effect; inconclusive = small, poorly fitted or top-dose-only effect, or another doubt; inactive = no such curve, though single readings can be large; an effect the other way counts as inactive or inconclusive. Not all compounds are listed; rates above refer to the full screens.
entry	Structure	EPAC2 antagonist	EPAC2 agonist	TGFb SMAD3 inh	A549 tox	Nrf2 ARE act	Akt phos inh	Nrf2 block	MmCpn inh	CCT modulator
1	OC(c1cccnc1)c1cccs1 (stereo not given)	0.9%	0.8%	-11.2%	-3.9%	-0.9%	i	-8.3%	-0.2%	-0.5
2	CCOC(=O)/C(C#N)=C1/SC(CC)C(=O)N1c1ccc(C)cc1 (stereo not given)	2.0%	6.5%	15.1%	-5.2%	5.4%	i	8.2%	-1.5%	-3.0
3	CCc1cc(=O)oc2cc(C)cc(OCC(=O)NC3CC3)c12	1.8%	12.2%	-7.9%	10.5%	3.0%	.	-7.3%	1.0%	-3.0
4	COC(=O)c1[nH]c(C)c(/C(O)=C2\C(=O)C(=O)N(CCN(C)C)C2c2ccco2)c1C (stereo not given)	10.5%	0.9%	9.8%	14.2%	5.5%	i	7.5%	-1.4%	2.2
5	CCOc1ccc(NC(=O)NC2CCS(=O)(=O)C2)cc1 (stereo not given)	2.8%	5.7%	?	3.6%	-0.3%	i	3.6%	-1.4%	-1.7
6	Cc1ccc(N2CCN(C(=O)C3CCCN(c4ncnc5c4nc4n5CCCCC4)C3)CC2)c(C)c1 (stereo not given)	-15.7%	5.5%	-5.9%	11.1%	-0.4%	i	0.0%	-0.6%	0.9
7	C/C(=N\OCC(=O)N/N=C/c1ccc(C)cc1O)c1cccs1	-9.6%	14.7%	-6.8%	-12.6%	-1.7%	i	?	0.2%	-0.3
8	S=c1[nH]nc(Cn2nnc3ccccc32)n1-c1ccccc1	22.8%	-5.8%	0.1%	1.5%	0.3%	i	-2.0%	2.6%	2.0
9	CC(C)CC(=O)Nc1nnc(S(=O)(=O)N(CC(C)C)c2ccccc2)s1	.	.	-5.8%	15.6%	0.1%	.	?	.	.
10	Cc1cc(C(=O)COC(=O)C2CC2)c(C)n1-c1ccc(F)cc1	-3.8%	4.0%	-21.5%	3.1%	0.1%	i	9.9%	-0.3%	0.8
11	Cc1ccccc1NC(=S)Nc1ccc2cn[nH]c2c1	0.3%	6.6%	-7.5%	3.7%	0.4%	i	14.3%	-8.9%	-1.4
12	CCOC(=O)c1c(NC(=O)Cn2nc(C(=O)O)c3ccccc3c2=O)sc(C)c1C	5.2%	-3.5%	-11.4%	1.5%	2.3%	i	-11.9%	-2.4%	-2.8
13	Cc1ccc(C(=O)OCn2ncc(Cl)c(Cl)c2=O)cc1	-28.5%	-4.1%	?	.	?	i	?	?	0.0
14	CC1CCCCC1NC(=O)/C(C#N)=C/c1ccccc1F (stereo not given)	6.2%	0.8%	?	-16.1%	6.5%	i	13.6%	0.2%	1.4
15	COc1ccc(-n2c(SCC(=O)N3CCCCC3)nc3ccccc3c2=O)cc1	-11.3%	-0.7%	9.0%	-12.5%	1.2%	i	-5.3%	1.2%	-2.8
16	O=C(NCCc1c[nH]c2ccccc12)c1cc2sccc2n1Cc1ccccc1	-5.5%	10.0%	-29.6%	?	1.4%	i	?	-6.1%	1.6
17	COC(=O)C(C)(C)ONC(=O)Nc1ccccc1[N+](=O)[O-]	12.6%	3.4%	7.9%	0.4%	0.2%	i	-7.6%	0.4%	-2.0
18	O=C(CCl)NCc1cc(-c2ccc(Cl)cc2)no1	2.2%	5.8%	?	-18.9%	?	i	?	0.0%	-0.9
19	COc1ccc(C2CC(=O)C3=C(C2)Nc2ccccc2N(C(=O)CCC(=O)O)C3c2ccc(F)cc2)cc1 (stereo not given)	-0.8%	0.7%	-6.8%	0.1%	-1.6%	i	13.0%	-3.4%	1.7
20	CC(C)C(NC(=O)c1ccc(C(C)(C)C)cc1)C(=O)N1CCCC1 (stereo not given)	5.5%	-2.7%	5.7%	0.3%	-0.1%	i	2.1%	0.1%	-0.4
21	O=C(Nc1cccnc1Cl)c1cc2c(s1)-c1ccccc1OC2	5.2%	-4.1%	1.9%	-5.0%	-0.2%	i	-1.8%	-5.4%	-2.0
22	CCc1ccc(S(=O)(=O)c2nnn3c2nc(NC(C)C)c2sccc23)cc1	.	.	35.8%[activator]	0.8%	-1.0%	.	?	.	.
23	CN(C)c1nc2ncn(Cc3ccccc3)c2c(=O)[nH]1	8.1%	0.8%	5.3%	-1.8%	-0.1%	i	11.0%	-1.5%	-0.7
24	COc1cccc(CC(=O)Nc2ccc(S(=O)(=O)Nc3nc(C)cc(C)n3)cc2)c1	-0.9%	3.8%	0.5%	3.8%	0.0%	i	4.3%	0.9%	-3.7
25	COc1ccc(CNc2ncnc3onc(-c4ccc(F)cc4)c23)cc1	.	.	0.8%	9.0%	2.8%	.	?	.	.
26	O=C(COC(=O)C1CCN(S(=O)(=O)c2cccc3cccnc23)CC1)c1ccc([N+](=O)[O-])cc1	-0.3%	-7.2%	1.3%	0.6%	0.2%	i	-10.8%	0.6%	-1.0
27	CCCCN(CCCC)C(=S)NC(=O)c1ccccc1Cl	-1.3%	-5.1%	-8.9%	-7.8%	0.0%	i	?	-6.1%	0.9
28	O=C(CN1C(=O)NC2(CCCCC2)C1=O)Nc1cccc(S(=O)(=O)N2CCOCC2)c1	-0.2%	5.6%	-16.9%	5.3%	3.7%	i	-4.4%	3.0%	0.3
29	Cc1ccc(C(=O)Nc2ncc(Cc3ccccc3)s2)o1	-4.3%	7.4%	-16.3%	-18.7%	0.3%	.	?	1.0%	0.4
30	Cc1ccc(C(C)C)c(OCC(=O)Nn2c(C)nc3ccccc3c2=O)c1	3.1%	-5.8%	?	-2.4%	-0.4%	i	.	-0.2%	0.0
31	O=C(NCCN1CCC(n2c(=O)[nH]c3ccccc32)CC1)c1ccc(C(F)(F)F)cc1C(F)(F)F	6.2%	4.4%	.	.	0.5%	i	.	.	-0.6
32	COc1cc(CC(=O)Nc2cccc(SC)c2)cc(OC)c1OC	2.7%	-2.5%	0.1%	-5.8%	-0.5%[9.22 µM]	i	?	-0.9%	1.5
33	CC(C)N1CCc2c(sc(NC(=O)c3ccc(S(=O)(=O)N4CCCCC4C)cc3)c2C(N)=O)C1 (stereo not given)	?	-21.5%	-4.0%	?	4.3%	i	1.8%	-1.9%	1.7
34	COc1ccc(CCNC(=O)c2ccc3c(c2)N(Cc2ccc(C)cc2)CCS3)cc1OC	-10.3%	10.3%	-20.5%&-10.5%	-9.1%&4.2%	-1.3%&0.0%	i	?	?	1.4
35	COc1ccc(S(=O)(=O)NC2CCCC2)c(OC)c1	-12.8%	0.2%	-9.6%	5.8%	-0.1%	i	-9.4%	-2.2%	1.2
36	Cc1ccc(NC(=O)COC(=O)C2CCC(=O)N2)c([N+](=O)[O-])c1 (stereo not given)	1.9%	1.4%	7.3%	-2.0%	-0.3%	i	-0.5%	-1.2%	-1.0
37	COc1cc(NC(=O)CCc2nnc3ccc(NCc4ccco4)nn23)cc(OC)c1	3.2%	6.5%	9.8%	0.0%	4.7%	i	-0.7%	-2.4%	-2.7
38	CCSc1oc(-c2ccco2)nc1S(=O)(=O)c1ccc(C)cc1	?	18.0%	-28.1%	0.5%	0.2%	i	?	-3.4%	-1.5
39	CSc1nncn1/N=C/c1ccc([N+](=O)[O-])cc1	1.6%	4.0%	-18.5%	6.4%	0.4%	i	-4.6%	2.3%	-2.4
40	CCOC(=O)c1cc2c(=O)n3ccccc3nc2n(CCOC)c1=NC(=O)c1c(-c2ccccc2Cl)noc1C	.	.	0.2%	1.8%	-0.5%	.	2.2%[9.27 µM]	.	.
41	S=c1[nH]c(-c2ccccc2)cn1/N=C/c1cccnc1	-4.2%	0.0%	-8.7%	-3.4%	3.6%	i	9.3%	-2.6%	1.3
42	O=C1CCCc2[nH]nc(-c3cccnc3)c21	3.8%	-5.6%	4.4%	-2.3%	0.2%	i	3.3%	-2.0%	-1.2
43	C[N+](C)(C)C(Cc1ccccc1)C(=O)[O-] (stereo not given)	8.9%	5.0%	9.0%	-3.6%	0.4%	i	3.8%	-0.8%	-2.9
44	C=CCNC(=O)c1oc2ccc(S(=O)(=O)N(CC)CC)cc2c1C	14.5%	?	-0.4%	5.0%	0.3%	i	16.0%	-0.6%	0.5
45	COc1ccc(CN2CCN(C3CCC3)CC2CCO)c(F)c1 (stereo not given)	6.1%	2.2%	15.8%	3.6%	-0.8%	i	1.8%	1.2%	-2.4
46	CC(NS(=O)(=O)c1cccc(C(=O)N(C)Cc2ccc(N3CCOCC3)cc2)c1)c1ccccc1 (stereo not given)	7.7%	-0.7%	-26.4%	0.9%	-1.1%	i	-18.7%	.	-1.3
47	Cc1nc(SC(C)C(=O)Nc2c(C)n(C)n(-c3ccccc3)c2=O)nc(C)c1C (stereo not given)	5.9%	12.7%	7.7%	-2.9%	0.3%	i	?	0.8%	0.1
48	Cc1ccc(NC(=O)CO/N=C(\N)c2nonc2N)cc1	-2.7%	8.5%	24.0%	-4.3%	-0.7%	i	-7.3%	-2.0%	-3.1
49	COc1ccc(S(=O)(=O)Nc2c(C(=O)O)[nH]c3ccccc23)cc1	-12.5%	-2.6%	16.0%	-2.3%	4.5%	i	14.8%	1.0%	-2.3
